# PGC1a acetyl inh = modulators of PGC1a acetylation. U2OS PGC1a acetylation, AlphaScreen anti-acetyl-lysine; with virally co-expressed GCN5 acetyltransferase. inhibition, % at 15.6 µM. actives 0.17% (n = 350,000). AID 651687;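 active means every replicate shows inhibition of at least 40%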;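 further: 0% = neutral control wells and 100% = positive control wells; some results beyond the cut were filed as inactive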
# miR-122 sensor = miR-122 inhibition in Huh7 cells; activation (reporter increase), % at 12.5 µM; Huh7 miR-122 Renilla luciferase sensor, 48 h; neutral wells = 0, positive control = 100; actives 0.3% (n = 340,000);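 active means mean replicate activation score at least 90 and every replicate individually at or above 90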;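 further: higher luciferase means less miR-122 activity so hits act as miR-122 inhibitors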
# E-sel inducer = induces E-selectin expression in human endothelial cells. HUVEC E-selectin immunofluorescence imaging; normalized: neutral wells 0, TNF-alpha wells 100. P16581. activation, % at 7.58 µM. actives 0.37% (n = 260,000). AID 686992;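 active means mean E-selectin-positive cell signal at least 10% of the positive control, reached in at least 60% of replicates, without over 20% cell loss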;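 further: in these data hits start at about 27%; measured in HUVEC primary endothelial cells; signal is the percent of cells scored E-selectin positive by PE staining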
#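 assay system = HUVEC, human umbilical vein endothelial cells | input = 3,000 HUVEC seeded per well | medium = EGM-2 growth medium on 0.1% gelatin-coated wells | dosing = one compound dose added by pin transfer | signal = immunofluorescence imaging | read-out basis = % PE-positive cells | control set = TNF-alpha, DMSO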
# RAD52 inh = blocks human RAD52 DNA annealing; actives 0.46% (n = 360,000); inhibition, % at 18.7 µM; recombinant RAD52 DNA annealing, FRET fluorescence; AID 651710;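 active means every replicate showing at least 50% inhibition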
# ERAP1 inh = ERAP1 (human) enzyme inhibition; recombinant ERAP1, Leu-AMC fluorescence, 60 min; inhibition, % at 10.7 µM; actives 0.15% (n = 340,000);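 active means mean replicate inhibition of at least 30%, or all replicates individually reaching that 30% level; inactive means mean below 30% and not every replicate reaching it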;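 further: 0% = neutral control wells and 100% = L-leucinethiol positive control wells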
# Target sequence (Q9NZ08 whole entry, looked up): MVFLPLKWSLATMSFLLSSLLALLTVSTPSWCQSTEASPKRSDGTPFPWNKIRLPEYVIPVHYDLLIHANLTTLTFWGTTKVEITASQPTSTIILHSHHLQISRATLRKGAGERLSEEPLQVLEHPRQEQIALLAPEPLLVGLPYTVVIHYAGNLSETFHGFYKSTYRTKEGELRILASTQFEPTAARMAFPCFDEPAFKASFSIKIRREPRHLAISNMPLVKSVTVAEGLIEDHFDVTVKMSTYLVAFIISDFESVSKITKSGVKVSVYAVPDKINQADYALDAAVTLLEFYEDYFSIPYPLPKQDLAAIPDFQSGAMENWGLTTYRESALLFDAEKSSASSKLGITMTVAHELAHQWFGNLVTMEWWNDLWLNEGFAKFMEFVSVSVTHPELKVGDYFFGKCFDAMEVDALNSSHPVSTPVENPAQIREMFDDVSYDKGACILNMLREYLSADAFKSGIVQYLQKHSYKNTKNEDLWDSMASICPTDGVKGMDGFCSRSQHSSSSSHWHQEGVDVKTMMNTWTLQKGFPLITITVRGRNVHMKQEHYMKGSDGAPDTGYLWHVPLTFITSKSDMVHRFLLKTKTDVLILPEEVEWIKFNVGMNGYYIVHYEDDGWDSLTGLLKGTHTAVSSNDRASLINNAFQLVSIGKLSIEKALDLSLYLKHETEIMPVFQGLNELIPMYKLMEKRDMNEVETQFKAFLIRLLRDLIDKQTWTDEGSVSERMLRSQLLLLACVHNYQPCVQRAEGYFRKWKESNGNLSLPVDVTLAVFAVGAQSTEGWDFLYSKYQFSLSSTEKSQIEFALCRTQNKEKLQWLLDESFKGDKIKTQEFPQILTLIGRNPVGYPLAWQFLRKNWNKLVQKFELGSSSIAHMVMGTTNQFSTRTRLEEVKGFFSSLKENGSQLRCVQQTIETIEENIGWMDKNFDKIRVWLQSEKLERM
# Cneo AK release = Cryptococcus neoformans lysis via adenylate kinase release; C. neoformans lysis, adenylate kinase release luminescence, 4 h; normalised: neutral wells 0, clomiphene wells 100; actives 0.2% (n = 360,000); lysis activity, % at 15 µM; AID 651654;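 active means mean lysis activity across replicates of at least 80%, whatever share of replicates individually reach that level; inactive means mean lysis activity below 80%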
#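 Material: C. neoformans cells; Schedule: 4 h static compound exposure, 37 °C, read 1 h post-reagent; Measured by: adenylate kinase release luminescence; Read-out: signal increase indicating cell lysis; Controls: Clomiphene as positive lysis control.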
# RAD54 inh = RAD54 (human) branch migration inhibition; inhibition, % at 10.4 µM; RAD54 Holliday junction branch migration, FAM/BHQ fluorescence; actives 0.14% (n = 360,000);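 active means mean normalized replicate activity at least 40 and at least half of replicates scoring 40 or more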;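 further: 0% = median of neutral control wells and 100% = median of positive control wells; inhibitors cause a drop in the FAM fluorescence signal; in these data hits start at about 50%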
# PglD DTNB = PglD (C. jejuni) enzyme inhibition; inhibition, % at 12.5 µM; purified PglD enzyme, DTNB colorimetric CoA detection; actives 0.098% (n = 360,000); AID 602405; in the data active means inhibition above about 16%, passing the limit was not always enough; further: strong numbers were not always called active
# Active calls of the source: *; / = no result given; & = joins results of further samples; [ ] = dose if it differs, or a comment.
item	compound	PglD DTNB	Cneo AK release	miR-122 sensor	PGC1a acetyl inh
1	CC(C)(C)Nc1c(-c2ccc(O)cc2)nc2ccc(Cl)cn12	3.7	2.1	-6.7	-5.5
2	CCOC(=O)Cn1c(CCC(=O)O)ccc1-c1ccc(F)cc1	2.4	0.1	/	4.7
3	C[C@H]1CN([C@@H](C)CO)C(=O)c2cc(-c3ccc(F)cc3)cnc2O[C@H]1CN(C)Cc1cncnc1	1.8	-2.5	5.5[16.7 µM]	4.9
4	Cc1cc(C(=O)c2cnc(/N=C/N(C)C)s2)cc(C)c1O	-0.3	0.1	2.4	/
5	COc1cc(NC(=O)C2=C(C)OCCS2)c(Cl)cc1C(=O)NCCN1CCN(C)CC1	7.0	1.2	-5.0	-36.7
6	CC(C)NC(=O)N[C@@H]1CC[C@@H](CCN)O[C@H]1CO	-12.0	-4.4	3.3[16.7 µM]	3.0
7	O=C(NCC1CC1)[C@H]1[C@H](CO)[C@H]2Cn3c(ccc(-c4ccccc4F)c3=O)[C@@H]1N2Cc1cccnc1	0.5	0.1	/	/
8	Cc1ccc2c(CSc3nnc4ccccn34)cc(=O)oc2c1C	-4.1	-5.0	1.8	9.5

item	RAD52 inh	ERAP1 inh	E-sel inducer	RAD54 inh
1	-11.0	-1.2	/	-3.7
2	-23.4	-1.5	0.0	6.3
3	11.6	-1.9	0.8	-1.9
4	/	/	/	-2.9
5	4.7	0.1	/	15.4
6	1.8	0.8	-0.5	3.7
7	-12.4	-0.6	0.0	8.7
8	-13.6	0.3	/	-0.6

# Later entries
item	compound	PglD DTNB	Cneo AK release	miR-122 sensor	PGC1a acetyl inh
9	C/C(=N\NC(=O)c1ccc(Br)cc1)c1cccnc1	0.8	-0.7	/	/
10	C/C(=N\NC(=O)CC1N=C(Cc2ccccc2)NNC1=O)c1ccccc1 (stereo not given)	0.4	0.9	-1.8	1.8
11	COc1ccc(N2C(=O)CCC(C(=O)N3CCCCCC3)C2c2ccc(OC)c(OC)c2)cc1 (stereo not given)	-7.4	-3.2	0.5	9.5
12	COc1cccc(C(=O)Nc2ccc3c(c2)C(=O)N(C)[C@@H]2CC[C@H](CC(=O)NCCCN4CCOCC4)O[C@@H]2CO3)c1	-0.1	-0.8	/	/
13	CCN1CCCC1CNS(=O)(=O)c1ccc(Cl)c(C(F)(F)F)c1 (stereo not given)	-4.2	8.3	5.9	-3.1
14	CCC(C)(C)NC(=O)C(c1ccc(C)cc1)N(Cc1ccco1)C(=O)Cn1nnc2ccccc21 (stereo not given)	7.5	-4.2	-5.9	-7.3
15	COc1ccccc1CNc1nc(NCC2CC2)nc2ccsc12	-3.9	2.3	-43.0	/
16	C(=C\c1ccccc1)/CN1CCN(C(c2ccnc3ccccc23)c2nnnn2-c2ccc3c(c2)OCCO3)CC1 (stereo not given)	13.6	1.3	4.1	-31.9

item	RAD52 inh	ERAP1 inh	E-sel inducer	RAD54 inh
9	-21.7	-5.7	0.1	-4.5
10	/	/	/	6.7
11	/	/	/	6.0
12	17.5	-6.4	0.1	8.3
13	-8.9	0.9	0.0	-2.3
14	/	/	/	-1.6
15	45.9	-1.0	-0.1	-7.7
16	-41.7	2.9	-0.4	-3.9

# Reprinted from the part before: 3 compounds; new compounds follow.
item	compound	PglD DTNB	Cneo AK release	miR-122 sensor	PGC1a acetyl inh
14	CCC(C)(C)NC(=O)C(c1ccc(C)cc1)N(Cc1ccco1)C(=O)Cn1nnc2ccccc21 (stereo not given)	7.5	-4.2	-5.9	-7.3
15	COc1ccccc1CNc1nc(NCC2CC2)nc2ccsc12	-3.9	2.3	-43.0	/
16	C(=C\c1ccccc1)/CN1CCN(C(c2ccnc3ccccc23)c2nnnn2-c2ccc3c(c2)OCCO3)CC1 (stereo not given)	13.6	1.3	4.1	-31.9
17	Nc1cc2nc3ccccc3oc-2cc1=O	-4.1	-1.5	3.9	-12.4
18	CC(C)N(Cc1nccn1C)C(=O)c1cc(COc2ccc(-n3cncn3)cc2)on1	1.2	1.9	1.7	/
19	CN(C)c1nc(N)c(C(=O)N=C(N)N)nc1Cl	2.9	1.0	-4.0	/
20	Cc1ccc(NC(=O)c2ccc3nc(N4CCOCC4)sc3c2)c(Cl)c1	-7.1	-1.4	-7.8	-1.6
21	O=C(O)c1cc(O)ccc1NC(=O)c1cccc2ccccc12	4.5	1.5	5.0	-2.8
22	Cc1cccc(NC(=S)NNC(=O)c2ccccc2Br)c1	5.0	-10.0	7.1	-1.4
23	CCN1C(=O)c2ccc(C(=O)Nc3ncc(C)s3)cc2C1=O	-3.4	-4.1	/	6.7
24	Cc1cccc(N2CCN(C(=O)[C@H](C)N3C(=O)C4CC=CCC4C3=O)CC2)c1C (stereo not given in full)	0.3	-2.7	/	8.4

item	RAD52 inh	ERAP1 inh	E-sel inducer	RAD54 inh
14	/	/	/	-1.6
15	45.9	-1.0	-0.1	-7.7
16	-41.7	2.9	-0.4	-3.9
17	-28.9	-2.2	/	15.1
18	-18.2	1.5	-0.2	4.4
19	88.2*	6.6	0.5	40.8
20	-2.3	-4.7	-0.1	5.7
21	-17.2	-4.4	/	-0.7
22	/	/	/	-14.4
23	-6.1	-1.1	/	-12.5
24	-13.1	0.1	-0.3	-3.6

# Carrying on.
item	compound	PglD DTNB	Cneo AK release	miR-122 sensor	PGC1a acetyl inh
25	CCOC(=O)N1CCN(Cc2nc(-c3cccs3)no2)CC1	/	/	2.1	-5.2
26	COc1ccccc1NC(=O)N1CCCCN2[C@H](CO)[C@@H](c3ccc(-c4ccccc4)cc3)[C@@H]2C1	1.2	10.9	1.2[16.7 µM]	-9.2
27	O=C(CNC(=O)c1ccccn1)N/N=C/c1ccccc1	3.0	-0.1	-3.4	-9.9
28	CCc1ccc(-c2cc(C)no2)cc1S(=O)(=O)NCc1ccccc1OC	-4.9	6.0	108.9*	-14.5
29	COc1ccccc1S(=O)(=O)N[C@@H]1CC[C@H](CC(=O)N2CCCCC2)O[C@@H]1CO	0.3	1.0	/	2.1
30	CCOc1ccc(CCNS(=O)(=O)c2cccc3nsnc23)cc1OCC	9.1	0.2	1.1	7.3
31	Cc1cc(C)n2nc(C(=O)OCC(=O)N(CC(C)C)C3CCS(=O)(=O)C3)nc2n1 (stereo not given)	3.5	-1.8	-1.5	4.9
32	O=C(CCC1=NS(=O)(=O)c2ccccc2N1)NC1CCCCCCC1	0.3	2.1	-0.2	-6.5

item	RAD52 inh	ERAP1 inh	E-sel inducer	RAD54 inh
25	-6.1	-0.7	/	/
26	49.5	-2.8	/	-1.6
27	/	/	/	3.6
28	-2.1	-3.4	/	5.2
29	3.7	2.2	0.4	-1.0
30	/	/	/	-1.1
31	0.4	3.0	-0.1	6.7
32	/	/	/	3.4

# Going on with the list.
item	compound	PglD DTNB	Cneo AK release	miR-122 sensor	PGC1a acetyl inh
33	Cc1ccc(SCCNC(=S)Nc2ccccc2)cc1	-2.9	19.3	3.0	-7.7
34	CCSC1(SCC)N=C(N)C2(C#N)C(c3ccccc3)NC(C)=CC12C#N (stereo not given)	5.5	1.8	4.8	-3.6
35	CCOCC(=O)Nc1ccc(S(=O)(=O)N2CCOCC2)cc1	0.8	-2.2	0.2	-3.0
36	CCn1nc(C(=O)NNC(=O)c2cc(Cl)ccc2OC)c2ccccc2c1=O	-7.2	-1.6	8.1	-2.9
37	COc1ccc(C(=O)Nc2cccc(C(=O)NCc3ccccc3)c2)cc1	3.3	-0.5	26.3	-4.3
38	COC(=O)Cn1cc(C(=O)C(C)(C)C)c2ccccc21	1.4	3.8	-1.5	4.6
39	O=C(O)c1ccc(S(=O)(=O)c2ccc3c(c2)C(=O)N(c2ccccc2[N+](=O)[O-])C3=O)cc1	1.9	-0.5	-7.6	/
40	Cc1sc2nc(SCC(N)=O)n(C)c(=O)c2c1C	3.2	1.3	-1.5	17.9

item	RAD52 inh	ERAP1 inh	E-sel inducer	RAD54 inh
33	/	/	/	-0.6
34	/	/	/	-2.4
35	/	/	/	18.5
36	-3.7	-0.4	4.0	-1.4
37	-3.8	1.7	0.0	4.6
38	-0.3	1.0	0.1	1.7
39	-16.3	-1.1	/	6.6
40	/	/	/	-1.1

# Other compounds:
item	compound	PglD DTNB	Cneo AK release	miR-122 sensor	PGC1a acetyl inh
41	CC(CCc1ccc(O)cc1)NCc1ccc(Br)cc1 (stereo not given)	4.9	-0.5	3.2	-4.3
42	NCCCS(=O)(=O)O	-3.3&-0.7	0.5&-2.3	-2.7&0.0	-1.5&-6.8
43	COc1ccc(S(=O)(=O)N2CC[C@@H]3[C@@H](CO)N(C)c4ccc(-c5ccc(F)cc5)cc4[C@@H]32)cc1	-7.4	0.6	195.6*[16.7 µM]	4.4
44	O=C1Nc2ccccc2C1=Nc1cccc(Cl)c1	11.4	-0.8	/	/
45	CCCCN(C)CCN1C(=O)C2C(C(=O)Nc3cccc(OC)c3)C3C=CC2(O3)C1C(=O)NC1CCCCC1C (stereo not given)	-3.2	2.7	-8.1	/
46	COc1cccc(NC(=O)N[C@H]2CC[C@@H](CC(=O)NCc3ccccn3)O[C@H]2CO)c1	0.6	0.5	/	-8.3
47	Cc1cc(NS(=O)(=O)Cc2ccccc2)no1	1.0	-0.7	/	2.8
48	COc1ccccc1C(=O)N1C[C@H]2[C@@H](c3ccccc31)[C@@H](CO)N2C(=O)Nc1ccccc1	-1.4	0.1	7.1[16.7 µM]	-11.3

item	RAD52 inh	ERAP1 inh	E-sel inducer	RAD54 inh
41	-39.3	3.6	0.0	2.0
42	-4.0&-6.6	2.0&-2.0	-0.5&0.4	-7.8&6.9
43	-8.9	-0.2	0.0	-1.7
44	-6.6	-2.7	0.0	-2.9
45	-14.3	-6.1	/	-0.5
46	1.7	2.2	-0.4	7.5
47	/	/	/	1.9
48	-7.0	1.0	0.1	-10.4

# Remaining list, next part.
item	compound	PglD DTNB	Cneo AK release	miR-122 sensor	PGC1a acetyl inh
49	O=C(CSc1ncccc1C(=O)O)NCc1ccc(F)cc1	1.2	6.3	-3.6	2.5
50	COCC(=O)N1CCCCN2[C@H](C1)[C@@H](c1ccc(-c3ccc(OC)cc3)cc1)[C@@H]2CO	-2.6	-0.3	5.3[16.7 µM]	-2.3
51	C[C@@H]1CN([C@H](C)CO)C(=O)c2cccc(NC(=O)Nc3ccc4c(c3)OCO4)c2O[C@@H]1CN(C)S(=O)(=O)c1cn(C)cn1	-2.3	0.7	-13.3[16.7 µM]	3.2
52	O=C(c1ccc(=O)n(Cc2ccc(Cl)c(Cl)c2)c1)N1CCOCC1	-4.9	2.1	-9.7	-6.0
53	Cc1cc(=O)n2[nH]c(-c3ccccc3)cc2n1	2.7	2.1	3.5	13.2
54	O=C(NCCN1CCOCC1)c1ccc(CS(=O)c2ccccc2Cl)o1 (stereo not given)	-10.3	-0.9	-5.3	2.6
55	Cc1c(NC(=O)C(C)N2CC(C)OC(C)C2)c(=O)n(-c2ccccc2)n1C (stereo not given)	-1.6	0.0	-3.1	/
56	CC1=CC(=NOC(=O)/C=C/c2ccccc2)C=C(C)C1=O	28.0*	8.6	-1.1	-18.3
57	C=CCn1c(=NC(=O)c2ccc(S(=O)(=O)N3CCc4ccccc4C3)cc2)sc2cc(S(N)(=O)=O)ccc21	-2.3	-1.5	63.9	/
58	Fc1cccc(-c2cc3nc(-c4ccccc4)cc(N4CCC5(CC4)OCCO5)n3n2)c1	0.5	0.9	-0.4	1.7
59	Cc1cccc(-c2noc(CN(C)C(=O)COc3ccccc3)n2)c1	-3.6	-3.3	1.0	/

item	RAD52 inh	ERAP1 inh	E-sel inducer	RAD54 inh
49	/	/	/	1.7
50	-27.5	-0.1	-0.3	5.2
51	1.4	-1.5	0.4	1.1
52	/	/	/	8.6
53	/	/	/	1.6
54	-7.7	0.6	-0.9	-1.5
55	/	/	-1.4	-18.5
56	/	/	/	-1.4
57	-21.5	-4.4	/	0.4
58	/	/	/	-10.9
59	-2.2	2.1	-0.7	-22.4

# Screening data from PubChem.
